ELG1 genotoxic: induces genotoxicity in HEK293T cells with luciferase-tagged ELG1; AID 504466; 1.3% of 330,000 active; Potency, µM (top dose mostly 46 µM), without a hit: top-dose activity change, positive = activation, actives largely listed as activators; HEK293T ELG1-luciferase reporter, luminescence, 16 h; note: % of control where 0% means no effect; nearly all actives have a fitted effect of over 60% in size
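Reporter readout depends on ELG1 protein level, which increases with genetic stress. After 16 hr compound exposure at 37 °C, luciferase activity was quantified using ONE-Glo.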
RORg inh: ROR gamma (mouse) transcription inhibition | P51450 | Drosophila S2 Gal4-RORgamma UAS-luciferase reporter, 20 h | Potency, µM (highest dose often 53.6 µM), for inactives: top-dose activity change, negative = inhibition, most hits filed as inhibitors | 5.4% of 310,000 active | AID 2551; note: % is set by controls: 0 for no effect and ±100 for the full control effect; nearly all actives have a fitted effect of over 60% in size
Target sequence (P51450 whole entry, looked up, the tested form may be a part): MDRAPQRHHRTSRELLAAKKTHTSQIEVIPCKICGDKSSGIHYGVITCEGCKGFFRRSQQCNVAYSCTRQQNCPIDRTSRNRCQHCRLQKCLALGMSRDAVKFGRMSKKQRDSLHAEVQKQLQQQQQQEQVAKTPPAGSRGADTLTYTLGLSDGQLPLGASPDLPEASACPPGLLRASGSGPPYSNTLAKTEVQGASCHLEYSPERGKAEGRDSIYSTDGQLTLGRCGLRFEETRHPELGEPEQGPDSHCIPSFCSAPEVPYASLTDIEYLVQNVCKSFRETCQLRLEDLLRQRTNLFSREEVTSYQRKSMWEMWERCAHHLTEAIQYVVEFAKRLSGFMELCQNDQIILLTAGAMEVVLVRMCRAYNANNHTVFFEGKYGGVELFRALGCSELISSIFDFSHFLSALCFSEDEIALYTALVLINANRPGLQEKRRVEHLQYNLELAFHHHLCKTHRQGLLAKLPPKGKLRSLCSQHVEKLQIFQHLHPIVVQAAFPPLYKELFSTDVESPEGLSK
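Compounds are pin-transferred onto Drosophila Schneider cells expressing a copper-inducible Gal4–ROR gamma transactivation domain fusion. After 1 hr, copper sulfate is added to 700 uM final; luciferase is read 20 hr later.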
MLL CXXC-DNA inh: MLL CXXC-DNA interaction inhibition. Potency, µM (top dose mostly 115 µM), without a hit: at the highest dose activity change, negative = inhibition, most hits filed as inhibitors. MLL-CXXC / FITC-HOXA9 DNA fluorescence polarization. Q03164. 0.037% of 290,000 active; active = well fitted inhibition curve with a large enough effect in the polarisation, with a control signal flat, not every such curve was filed as active; inconclusive = small, poorly fitted or top-dose-only effect, or effect the other way, or a change in a side signal; inactive = no such curve, though single readings can be large or run the other way; the % refers to the polarisation
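Steps: dispense CXXC domain solution (7 uM) → pin compounds or unlabeled HOX-A9 DNA control → 5 min ambient → add FLSN-HOX-A9 solution (50 nM) → spin → 30 min ambient → fluorescence polarization. Tris pH 7.5/NaCl/DTT/BSA buffer.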
BRCA1 expr act: increases BRCA1 expression | Potency, µM (titrated, usually from 46.1 µM), without a hit: top-dose activation, hits mostly activators | MCF7-BRCA1-FFLuc reporter, luminescence, 48 h; response scale: scaled: vehicle 0%, 10 µM genistein 100% | 1.1% of 380,000 active; note: nearly all actives have a fitted effect of over 80% in size; some results filed as inactive show a strong effect at the top dose
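Activators of BRCA1 expression were detected as increased firefly luciferase luminescence in engineered MCF7 cells after 48 h compound incubation. Signals were scaled to genistein 10 microM as full activation.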
uPA generation: cell surface uPA generation inhibition. cell surface uPA generation assay, qHTS. 0.31% of 330,000 active. Potency, µM (titrated, usually from 38.3 µM), for inactives: top-dose activity change, negative = inhibition, actives largely listed as inhibitors; active = well fitted inhibition curve with a large enough effect; inconclusive = small, poorly fitted or top-dose-only effect; inactive = no such curve, though single readings can be large or run the other way; tested in mouse RAW 264.7 cells; note: % is set by controls: 0 for no effect and ±100 for the full control effect; nearly all actives have a fitted effect of over 55% in size
NPC1 promoter act: NPC1 promoter activation | Huh7 NPC1 promoter luciferase reporter, 24 h | Potency, µM (doses to about 9.22 µM), without a hit: at the top dose activation, hits mostly activators | 2.4% of 320,000 active | AID 485313;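 note: % of control where 0% means no effect; nearly all actives have a fitted effect of over 60% in size; reporter is driven by a mutant NPC1 promoter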
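Cells: Huh7 expressing luciferase under the NPC1 promoter, 1500/well. Seeded 2 h, compound added, incubated 24 h at 37 °C. Luciferase reagent, 10 min ambient, then luminescence.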
Gal4-VP16 FLuc: counter-screen for ROR gamma inhibitors: Gal4-VP16 reporter | Drosophila S2 Gal4-VP16 UAS-luciferase, luminescence, 20 h | Potency, µM (top dose mostly 53.6 µM), inactives show at the highest dose activity, negative = inhibition, usual class: inhibitors | 3.5% of 310,000 active;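 note: Gal4-VP16 expression switched on by copper sulfate through the metallothionein promoter; % is set by controls: 0 for no effect and ±100 for the full control effect; nearly all actives have a fitted effect of over 50% in size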
FLuc counter: firefly luciferase modulation, counter-screen for miR-21 project; AID 588342; 6.9% of 360,000 active; Potency, µM (series often up to 57.5 µM), inactives show at the top dose activity change, negative = inhibition, actives largely listed as inhibitors; P08659; purified FLuc, Km substrates, luminescence inhibition;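 note: plate controls were vehicle for no effect and reference inhibitor for full effect; nearly all actives have a fitted effect of over 55% in size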
Target sequence (P08659 whole entry, looked up): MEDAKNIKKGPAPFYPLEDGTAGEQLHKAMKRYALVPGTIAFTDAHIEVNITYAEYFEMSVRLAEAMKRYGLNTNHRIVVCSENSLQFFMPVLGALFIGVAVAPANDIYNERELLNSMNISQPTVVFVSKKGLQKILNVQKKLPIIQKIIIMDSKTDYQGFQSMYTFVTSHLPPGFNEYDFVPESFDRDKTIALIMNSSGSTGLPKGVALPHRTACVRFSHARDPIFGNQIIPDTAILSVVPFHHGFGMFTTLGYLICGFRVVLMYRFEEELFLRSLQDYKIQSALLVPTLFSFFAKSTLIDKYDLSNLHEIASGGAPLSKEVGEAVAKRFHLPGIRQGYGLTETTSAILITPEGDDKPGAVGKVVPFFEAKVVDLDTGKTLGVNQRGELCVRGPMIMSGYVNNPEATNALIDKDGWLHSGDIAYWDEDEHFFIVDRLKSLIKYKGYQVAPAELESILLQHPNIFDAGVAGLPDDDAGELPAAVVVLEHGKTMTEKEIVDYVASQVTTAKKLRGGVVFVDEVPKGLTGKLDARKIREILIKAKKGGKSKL
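Purified P. pyralis luciferase (10nM final) with 10uM D-luciferin and 10uM ATP (Km levels) in 50mM Tris acetate pH 7.5, 10mM Mg acetate, 0.01% Tween-20, 0.05% BSA; qHTS 6-point titration, ~60 µM downward; luminescence read.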
MBNL1 CUG block: blocks human MBNL1 binding to CUG repeat RNA; 0.036% of 280,000 active; TR-FRET MBNL1-His/biotin-(CUG)12 binding, 665/545 ratio; Potency, µM (top dose mostly 57.5 µM), for the others: at the highest dose activity change, negative = inhibition, usual class: inhibitors; Q9NR56; active = well fitted inhibition curve with a large enough effect in the signal ratio, with a control signal flat, not every such curve was filed as active; inconclusive = small, poorly fitted or top-dose-only effect, or effect the other way, or a change in a side signal; inactive = no such curve, though single readings can be large or run the other way; the % refers to the signal ratio; note: % is set by controls: 0 for no effect and ±100 for the full control effect
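Ratiometric TR-FRET (665 over 545 nm, excitation 340 nm) tracks disruption of MBNL1-His/biotin-(CUG)12 complex after 60 min at room temperature, with compounds at 92 nM to 58 uM final.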
p53 reactivator: re-activators of mutant p53 | H1299 p53-A138V BP100-luciferase reporter, luminescence, 24 h | Potency, µM (titrated, usually from 92.2 µM), for the others: at the top dose activity change, positive = activation, usual class: activators | 0.063% of 320,000 active | AID 504706; note: % of control where 0% means no effect; nearly all actives have a fitted effect of over 45% in size
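p53-null H1299 cells stably carrying temperature-sensitive p53-A138V and a BP100-luciferase reporter were pinned with compounds (4-point, 1:5 series) and held 24 hrs at 37 deg C. Luminescence was read 10 min after detection reagent.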
Rab9 promoter act: Rab9 promoter activation | Huh7 Rab9 promoter-luciferase reporter, luminescence, 24 h | Potency, µM (highest dose often 9.22 µM), for the others: top-dose activation, negative = inhibition, hits mostly activators | 2.8% of 320,000 active | AID 485297; note: % of control where 0% means no effect; nearly all actives have a fitted effect of over 60% in size
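Luminescence from Amplite-detected luciferase (10 minutes, ambient) reports Rab9 promoter activation. Before that, stable Rab9-luciferase Huh7 cells (1500/well, reduced-serum OP-MEM I plus 10% FBS) were exposed to compound for 24 hours at 37C.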
* = called active by the depositor; ? = inconclusive; . = no result given; [ ] = dose if it differs, or a comment. Unless noted, calls come from the whole dose curve; as a rule, active = well fitted curve in the direction sought with a large enough effect; inconclusive = small, poorly fitted or top-dose-only effect, or another doubt; inactive = no such curve, though single readings can be large; an effect the other way counts as inactive or inconclusive. Potency is the fitted concentration of half-maximal effect.

SMILES	ELG1 genotoxic	RORg inh	MLL CXXC-DNA inh	BRCA1 expr act	uPA generation	NPC1 promoter act	Gal4-VP16 FLuc	FLuc counter	MBNL1 CUG block	p53 reactivator	Rab9 promoter act
CC1=C(C#N)C(c2cccnc2)C2=C(CCCC2=O)N1 (stereo not given)	-1%	17%	0%	-3%	2%	-4%	-21%	1%	13%	-3%	0%
CCc1nnc(NC(=O)CN2CCN(Cc3ccccc3C)CC2)s1	-2%	-32%	3%	-14%	4%	-9%	-7%	1%	-8%	-16%	-7%
COc1ccc(C2=NO[C@@H]3C(=O)N(c4cccc(C)c4C)C(=O)[C@H]23)cc1OC	-1%	-20%	0%	9%	2%	2%	1%	-1%	0%	-10%	-2%
CCN(CC(=O)NCc1ccc(F)cc1)C(=O)c1ccc(C)o1	7%	8%	1%	23%	0%	-5%	3%	1%	-1%	-4%	-1%
COC(=O)NCC12CC3CC(C1)CC(CNC(=O)OC)(C3)C2	1%	18%	1%	5%	5%	-1%	-4%	12%	6%	-13%	3%
O=C(OCc1ccccc1)N1CCOCCN(C(=O)OCc2ccccc2)CCOCC1	-3%	0%	-3%	-3%	5%	-7%	7%	-3%	-1%	-1%	-13%
CCC(C)NC(=O)CN(c1ccc2c(c1)OCO2)S(=O)(=O)c1c(C)n[nH]c1C (stereo not given)	0%	-12%	-7%	-12%	-2%	-1%	-2%	0%	-9%	-2%	-7%
O=C1CSc2ccc(C(=O)O)cc2N1	4%	13%	3%	-5%	1%	-2%	-3%	?	-2%	1%	-1%
Cc1ccccc1-n1nc(C)c2cc(C(=O)NC3CC3)sc21	-4%	-1%	-1%	3%	-15%	1%	20%	-4%	4%	-4%	3%
O=C(NCC1COc2ccccc2O1)c1cccc(S(=O)(=O)N2CCCCC2)c1 (stereo not given)	-2%	.	.	-33%	10%	-2%	.	5%	.	4%	0%
COc1ccc(NC(=O)CSCC(=O)N(C)Cc2c(F)cccc2Cl)cc1	8%	.	.	2%	0%	0%	.	?	.	-1%	-5%
O=C(NCCc1ccc2c(c1)OCCO2)c1cc2ccccc2o1	2%	39%	2%	13%	1%	0%	?	?	-13%	?	6%
COCCn1c(=O)[nH]c2cc(C(=O)Nc3ccc(OC)c(Cl)c3)ccc2c1=O	5%	-34%	2%	-11%	0%	-1%	-8%	1%	4%	3%	1%
O=[N+]([O-])c1ccc(C[n+]2ccccc2)cc1	-1%	.	.	1%	2%	9%	.	-1%	.	13%	6%
Cc1cccc(OCC(=O)Nc2cc(C)c(C)cc2O)c1	4%	3.5µM*	0%	7%	9%	28%	-28%	-2%	-2%	3%	3%
CCCCC1=CC2=C(c3ccco3)C(=O)C(C)(OC(=O)c3ccc(OC)cc3)C(=O)C2=CN1Cc1ccc(OC)cc1 (stereo not given)	3%	-6%	-10%	.	.	-4%	?	4%	?	2%	-8%
CC(C)CC(=O)NC(=S)Nc1ccc(NC(=O)c2ccco2)cc1	-2%	13µM*	7%	-21%	-1%	5%	-15%	1%	-3%[11.5 µM]	-1%	-9%
C=CCOC(=O)CN1C(=O)c2ccccc2C1=O	0%	23%	8%	2%	3%	1%	-12%	-4%	31%[activator]	9%	3%
CCOc1ccccc1OCCN1CCC(Cc2ccccc2)CC1	-7%	12%	2%	-41%	5%	-2%	6%	3%	1%	2%	-11%
O=C(NNC1=C(C(=O)C(F)(F)F)CCC1)c1cccc(Cl)c1	-8%	?	-14%	-80%	-5%	-3%	?	-11%	2%	17%	-2%
O=c1[nH]n(CCO)c(=O)c2cccnc12	-4%	0%	5%	23%	-1%	-5%	4%	0%	6%	0%	-4%
Cc1ccc(NS(=O)(=O)c2cc(NC(=O)c3cc4c(s3)CCCC4)ccc2C)c(C)c1	-10%	20%	24%	-30%	1%	-1%	-1%	?	6%	4%	0%
CCOC(=O)CCCCC(=O)c1[nH]c(=O)[nH]c1C[n+]1ccc(C)cc1	-3%	7%	2%	-11%	11%	6%	-15%	1%	?	13%	2%
CCOC(=O)CSc1nc2cc(OCC)ccc2cc1C#N	8.2µM*	8%	26%	0%[1.84 µM]	2%	?	0%	4.3µM*	9%	?	2.8µM*
O=C(Cc1c(F)cccc1Cl)Nc1ccc(S(=O)(=O)N2CCCC2)cc1	4%	23%	-2%	-23%	-17%	0%	0%	-1%	4%	-15%	5%

(more compounds)
SMILES	ELG1 genotoxic	RORg inh	MLL CXXC-DNA inh	BRCA1 expr act	uPA generation	NPC1 promoter act	Gal4-VP16 FLuc	FLuc counter	MBNL1 CUG block	p53 reactivator	Rab9 promoter act
CCOc1cc(/C=C2\C(=O)N(CCC#N)N=C2C)ccc1OCC(N)=O	2%	7%	-18%	-1%	18%	-1%	1%	-14%	-5%	-3%	-8%
Cc1ccn2cc(-c3cccc(NC(=O)C(C)C)c3)nc2c1	?	4µM*	14%	?	?	25%	?	6µM*	2%	2%	?
COc1cc(NC(=O)Cn2ccsc2=N)c(C)cc1[N+](=O)[O-]	0%	0%	?	44%	?	-5%	4%	1%	19%	-6%	0%
Cc1ccc(Cn2c(CCCO)nc3ccccc32)cc1	12%	-13%	-5%	1%	-7%	1%	12%	4%	-3%	.	5%
Cn1c(CSCc2ccc(Cl)cc2)nnc1SCC(=O)Nc1nccs1	-10%	-34%	-9%	0%	2%	-1%	-26%	4%	?	-3%	-9%
CCSc1nnc(NC(=O)CCn2c(=O)oc3ccccc32)s1	-3%	17%	8%	-15%	18%	-3%	-3%	3%	11%	2%	0%
O=C(NC1CCCCC1)[C@H](CSCc1ccccc1)N1Cc2ccccc2C1=O	0%	-4%	12%	-23%	-7%	1%	-16%	0%	?	3%	-1%
CC(=O)Nc1sc2c(c1C(N)=O)CCC2	-3%	?	4%	25%	2%	2%	-15%	1%	-12%	-23%	0%
c1ccc(OCCN2CCN(C(c3ccccc3)c3ccccc3)CC2)cc1	0%	-9%	-2%	-53%	8%	-2%	-21%	0%	-4%	?	-2%
CCN(CC)CC(C)(C)COC(=O)c1oc2ccccc2c1C	3%	-9%	-4%	0%	7%	1%	-4%	-16%	-3%	6%	-2%
CC1CCCN(C(C(=O)Nc2ccc(C(C)C)cc2)c2ccc3c(c2)OCO3)C1 (stereo not given)	-11%	23%	-1%	-53%	?	-1%	-5%	1%	3%	2%	-6%
Cc1cc(NC(=O)C2CC(c3ccc(F)cc3)=NO2)no1 (stereo not given)	8%	23%	9%	26%	17%	-1%	-2%	-2%	-10%	-3%	3%
COc1ccc(CNC(=O)c2c(-c3cc(Cl)c(OC)c(Cl)c3)noc2C)cc1	0%	3%	0%	-13%	-19%	2%	13%	10%	-15%	-2%	-4%
CC(C)CCn1c(SCC(=O)c2ccccc2)nc2c1c(=O)[nH]c(=O)n2C	.	28%	8%	2%	-4%	.	12%	8%	-5%	.	.
O=C(O)CCc1ccc(-c2ccccc2)n1NC(=O)c1sc2ccccc2c1Cl	2%	1%	-11%	12%	-1%	-1%	0%	-1%	11%	-2%	10%
CN1CCN(c2nc3c(c(=O)[nH]c(=O)n3C)n2CCOc2ccccc2)CC1	9%	9%	-6%	-34%	0%	1%	0%	3%	-4%	-4%	2%
C=CCOC(=O)C1=C(C)NC(C)=C(C(=O)OCC=C)C1c1cccs1	-4%	?	1%	-40%	1%	0%	1%	1%	0%	7%	0%
Nc1nnc(COc2ccc(Br)cc2Br)s1	?	3%	-1%	?	-12%	?	-6%	8.5µM*	1%	14%	?
O=C(CSC1=NCCS1)N1CCCC1	-2%	11%	18%	-7%	0%	5%	-1%	-1%	-5%	21%	1%
Cc1cc2cc3c(cc2nc1SCC(=O)O)OCCO3	3%	9%	8%	-5%	-9%	1%	-2%	1%	17%	22%	6%
CC(C)C(NS(=O)(=O)c1cccc2nsnc12)C(=O)NCc1ccc2c(c1)OCO2 (stereo not given)	0%	24%	-24%	0%	-9%	0%	-5%	2%	?	-4%	6%
O=C(Nc1scc(-c2cccs2)c1C(=O)O)c1cccs1	-1%	23%	-5%	49%	-2%	-5%	20%	-12%	13%	9%	-4%
CCOc1ccccc1NC(=O)N1CCC(NC(=O)c2cccc(C)c2)CC1	-5%	?	-3%	-3%	-2%	-3%	0%	-1%	5%	-2%	2%

One compound at a time, from the list above. Screens in order: ELG1 genotoxic	RORg inh	MLL CXXC-DNA inh	BRCA1 expr act	uPA generation	NPC1 promoter act	Gal4-VP16 FLuc	FLuc counter	MBNL1 CUG block	p53 reactivator	Rab9 promoter act
O=c1[nH]n(CCO)c(=O)c2cccnc12 across the screens: -4%	0%	5%	23%	-1%	-5%	4%	0%	6%	0%	-4%
CCSc1nnc(NC(=O)CCn2c(=O)oc3ccccc32)s1 across the screens: -3%	17%	8%	-15%	18%	-3%	-3%	3%	11%	2%	0%

Compound activity: PubChem BioAssay, National Center for Advancing Translational Sciences (NCATS)

These rows are one share of the data. The share of hits here may be higher or lower than overall.
